GLP-1R agonist: GLP-1 receptor (human) agonism | HEK293 GLP-1R CRE-luciferase, luminescence, 4-6 h; cells express a hypersensitive GLP-1R form | Potency, µM (titrated, usually from 45.6 µM), for the others: at the top dose activation, most hits filed as activators | 0.007% of 380,000 active; further: potency means the concentration at half of the fitted maximal effect; % of control where 0% means no effect
D3 antag: blocks the human D3 dopamine receptor; 2.5% of 360,000 active; max response, negative = inhibition, %; P35462; D3R cells, DiscoveRx beta-arrestin luminescence, antagonist mode; hits give low values; AID 652054; in the data active means max response below about -50%; inconclusive means no clear call, values can overlap the other calls; further: on the % scale 0 is the no-effect control and ±100 the full control effect; mostly tested at two doses, the higher about 12 µM
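Cells plated overnight at 1500 cells/well, then exposed to library compounds with dopamine controls for 90 minutes at 37 degrees C. DiscoveRx reagent added for 30–60 minutes at room temperature; luminescence read, quantitative HTS format.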
WRN inhibitor: blocks human WRN helicase. Q14191. Potency, µM (series often up to 114 µM), for the others: at the top dose activity change, negative = inhibition, most hits filed as inhibitors. 0.46% of 360,000 active. WRN helicase unwinding, fluorescent forked duplex, kinetic; further: potency means the concentration at half of the fitted maximal effect; on the % scale 0 is the no-effect control and ±100 the full control effect; nearly all actives have a fitted effect of over 55% in size
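Screening of the MLSMR collection measured strand separation of a quenched forked DNA duplex (100 nM) by 20 nM WRN with 2 mM ATP, all final. Compounds were preincubated with enzyme 15 min at room temperature.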
HEK293 tox: cytotoxic in the GLP-1 receptor inverse agonist counter-screen; HEK293 cAMP-luciferase reporter cells, luminescence, 24 h; Potency, µM (doses to about 38.3 µM), without a hit: at the top dose activity change, negative = inhibition, usual class: inhibitors; 0.13% of 410,000 active; AID 624418;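 further: loss of luciferase light is scored as toxicity; potency means the concentration at half of the fitted maximal effect; on the % scale 0 is the no-effect control and ±100 the full control effect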
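Luminescence readout: signal drop marks cytotoxicity. Plated cells grew 12 h at 37 °C, 5% CO2, received 23 nL compound for 24 h, then got luciferase reagent, read after 12 min at RT.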
GLP-1R inv ag: GLP-1 receptor (human) inverse agonism; HEK293 GLP-1R CRE-luciferase, luminescence, 24 h; GLP-1R form is constitutively active; Potency, µM (doses to about 38.3 µM), for inactives: top-dose activity change, negative = inhibition, usual class: inhibitors; 1.6% of 410,000 active; AID 624417; further: potency means the concentration at half of the fitted maximal effect; on the % scale 0 is the no-effect control and ±100 the full control effect; nearly all actives have a fitted effect of over 55% in size
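HEK293 cells stably co-expressing a cAMP-responsive luciferase reporter and constitutively active GLP-1R were seeded, incubated 12 h, then exposed to compounds for 24 h at 37 C. Luminescence was read 12 min after detection reagent; inverse agonists lower signal.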
PI5P4K alpha inh: blocks human PI5P4K alpha kinase activity | PI5P4Kalpha enzyme, ADP-Glo luminescence, 60 min; hits give low values | max response, % | 1.2% of 330,000 active; active means max response of -50% or lower; inconclusive means between -30% and -50%; inactive means -30% or higher; further: value at the top dose of about 77 µM; on the % scale 0 is the no-effect control and ±100 the full control effect
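Reactions run in 0.038 M HEPES pH 7.4, 0.28 mM EGTA, 0.1% CHAPS and 5% DMSO, with PI5P4Kalpha, substrate, compound and 5 microM ATP final, one hour at room temperature. Readout is ADP-Glo luminescence.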
IL2 activator: activates IL-2 in a cell-based reporter assay | 0.065% of 360,000 active | AID 652025 | IL-2 activation reporter assay, cell-based qHTS; stimulated with anti-CD3/CD4/CD28 beads; in transgenic mouse T cells | activation, % (series mostly up to about 46 µM); in the data active means activation above about 50%; inconclusive means mostly about 30% to 49%; further: 0% is about no effect
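Unstimulated transgenic mouse T cells; 60-min compound exposure; bead-based TCR/CD4/CD28 stimulation; 18 h culture, 37 degrees C; dual fluorescence (EGFP, DsRed) plate cytometry.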
PLK1 PBD block: blocks phosphopeptide binding to human PLK1 polo-box domain | AID 720504 | 2.8% of 360,000 active | Potency, µM, inactives show max response, negative = inhibition, usual class: inhibitors | Plk1 PBD binding of FITC phosphopeptide, fluorescence polarization; further: potency means the concentration at half of the fitted maximal effect; series mostly up to about 57 µM; on the % scale 0 is the no-effect control and ±100 the full control effect; nearly all actives have a fitted effect of over 65% in size
Target sequence (P53350 whole entry, looked up, the tested form may be a part): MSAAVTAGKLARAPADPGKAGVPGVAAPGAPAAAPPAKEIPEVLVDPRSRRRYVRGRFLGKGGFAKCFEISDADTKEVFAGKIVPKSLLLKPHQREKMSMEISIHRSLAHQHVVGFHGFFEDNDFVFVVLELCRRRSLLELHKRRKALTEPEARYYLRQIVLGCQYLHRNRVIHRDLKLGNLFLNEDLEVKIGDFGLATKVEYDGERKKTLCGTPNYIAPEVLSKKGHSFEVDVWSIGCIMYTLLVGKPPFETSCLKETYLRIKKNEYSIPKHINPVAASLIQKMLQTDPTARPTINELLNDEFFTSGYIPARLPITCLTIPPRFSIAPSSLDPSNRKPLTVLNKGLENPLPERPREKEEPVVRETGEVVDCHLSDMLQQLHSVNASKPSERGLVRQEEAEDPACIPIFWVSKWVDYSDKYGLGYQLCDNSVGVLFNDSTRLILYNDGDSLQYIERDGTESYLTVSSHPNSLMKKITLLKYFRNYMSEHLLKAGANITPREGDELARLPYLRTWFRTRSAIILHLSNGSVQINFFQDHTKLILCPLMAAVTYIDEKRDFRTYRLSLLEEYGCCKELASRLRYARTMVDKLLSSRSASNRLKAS
DRD3 agonist: activates the human D3 dopamine receptor; max activation, %; 0.58% of 410,000 active; P35462; D3R DiscoveRx beta-arrestin cells, luminescence, 90 min; in the data active means max activation above about 30%; further: 0% is about no effect; mostly tested at two doses, the higher about 12 µM
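Cells at 1500/well, incubated overnight, then treated with pinned compounds (dopamine as control) for 90 min at 37 degrees C. DiscoveRx reagent added for 30 - 60 minutes at room temperature; luminescence read.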
An asterisk follows results filed as active; ? = inconclusive; · = not tested or not shown; & = joins results of further samples; [ ] = dose if it differs, or a comment. Unless noted, the call rests on the fitted dose curve; in most records, active means well fitted curve in the direction sought with a large enough effect; inconclusive means small, poorly fitted or top-dose-only effect, or another doubt; inactive means no such curve, though single readings can be large; an effect the other way counts as inactive or inconclusive.

The line under a structure holds: GLP-1R agonist	HEK293 tox	D3 antag	IL2 activator	GLP-1R inv ag	DRD3 agonist	WRN inhibitor	PLK1 PBD block	PI5P4K alpha inh
COc1ccc(S(=O)(=O)NCC(=O)Nc2cccc(C)c2C)cc1OC
    5%	0%	25	4.6	11%	2	2%	-6%	3
COC(=O)C1(Cc2cc(-c3ccc([N+](=O)[O-])cc3)no2)CCN(C(=O)OC(C)(C)C)CC1
    5%	6%	0	0.4	?	1	8%	-11%	1
COc1ccc(CNC(=O)CN(Cc2ccc(Cl)cc2)S(=O)(=O)c2ccccc2)cc1
    2%	-3%	-18	1.6	?	0	-7%	-6%	·
CN(C)S(=O)(=O)c1ccc(NC(=O)CSc2nnc(-c3ccco3)o2)cc1
    18%	2%	-5	-0.1	5%	-2	-12%	-8%	-2
O=C(NCCCc1ccccc1)c1cccc(NC(=O)C2CC2)c1
    -3%	-1%	28	0.7	-4%	-6	5%	-13%	-4
CCC(Oc1ccc(C)c(C)c1)C(=O)O (configuration not stated)
    -9%	5%	0	1.3	3%	0	7%	-8%	0
O=C(c1cccc(N2C(=O)C3CC=CCC3C2=O)c1)N1CCCCCC1 (configuration not stated)
    -7%	1%	15	0.6	2%	-18	-5%	-8%	·
Cc1ccc2nc(-c3ccccc3)cc(C(=O)N(C)CC(=O)Nc3ccccc3Br)c2c1
    18%	-19%	17	0.1	?	6	3%	-2%	9
COc1ccc(S(=O)(=O)N(CC(=O)N2CCOCC2)Cc2ccccc2)cc1
    -4%	1%	4	-1.8	-6%	8	-10%	-3%	·
CCc1noc(C)c1C(=O)Nc1cc(Cl)ccc1N1CCOCC1
    23%	3%	-2	-0.9	15%	6	3%	-10%	2
O=c1c2ccccc2c(-c2ccccc2)nn1-c1cc(Cl)cc(Cl)c1
    -4%	3%	2	0.3	3%	2	1%	-9%	2
NC(=O)CC(NC(=O)c1ccccc1)c1ccc(NC2CCCCCCC2)c([N+](=O)[O-])c1 (configuration not stated)
    -1%	?	-5	-4.0	-7%	19	-4%	-6%	-1
C[C@@H](NCCc1ccc(O)cc1)[C@@H](O)c1ccc(O)cc1
    ?	-11%	16	0.3	31%[activator]	-43	7%	1%	10
CCOC(=O)c1cccc(NC(=O)CN(C)S(=O)(=O)c2cnc[nH]2)c1
    -2%	-3%	0	1.1	5%	9	6%	-7%	1
Cc1nc2ccc3nc(NC(=O)C4COc5ccccc5O4)sc3c2s1 (configuration not stated)
    -3%	1%	42	0.6	2%	0	1%[57.1 µM]	2%&-14%	-2
Cc1ccc(Cn2c(=O)sc3ccccc3c2=O)cc1
    -3%	3%	9	-1.4	3%	-2	-4%	-2%	·
Cc1cc(C(=O)N/N=C/c2cccc3ccccc23)c(C)o1
    ?	-10%	7	-0.1	?	-1	4%	-1%	0
COCCN(C(=S)Nc1c(C)cc(C)cc1C)C(C)c1cccs1 (configuration not stated)
    4%	?	-10	0.6	?	-10	0%	?	2
CCCN1C(=O)/C(=C/c2c(NCCCOCC)nc3c(C)cccn3c2=O)SC1=S
    0%	-1%	3	-0.8	8%	0	0%	13%	1
O=C(OCc1cc(Cl)cc2c1OCOC2)c1cccnc1Cl
    4%	1%	-2	-0.4	0%	-7	-7%	-11%	-15
COc1cc(OC)c(OC)cc1/C=N/N(C)c1ccccc1
    29%	0%	10	-0.3	?	7	-7%	-4%	-1
N#Cc1cc([N+](=O)[O-])ccc1NCC1CCCO1 (configuration not stated)
    5%	-28%	6	-0.7	-3%	-3	-4%	-8%	0
CC(C)CC(=O)c1c[nH]c(C(=O)NCc2ccccc2)c1
    0%	0%	6	0.7	-4%	11	-2%	6%	-5
O=C(CSc1nnc2scc(-c3ccccc3)n12)c1ccc2c(c1)OCCO2
    10%	2%	0	-3.0	-4%	-4	-6%	-5%	-4
COC(=O)c1sc(NC(=O)COc2ccc(OC)cc2)nc1C
    -15%	16%	30	-1.4	0%	0	-32%	-4%	-3
COCCC(=O)N1CCC(Oc2ccc(C(=O)NCc3nccn3C)cc2)CC1
    -6%	1%	31	1.2	13%	13	-9%	3%	0
Cc1cccc(-n2c(=O)[nH]c3c(C(N)=O)nc(CC(C)C)nc32)c1
    2%	4%	0	0.2	15%	5	1%	-8%	6
COc1ccc(S(=O)(=O)Nc2c(F)cccc2F)cc1
    0%	4%	10	0.3	-18%	4	-2%	30µM*	-17
CCO[C@@H]1OC(C(=O)N2CCCCCCC2)=C[C@H](c2ccc(C(F)(F)F)cc2)[C@H]1CCCO
    20%	1%	-9	1.6	10µM*	-12	-2%	-15%	5
Nc1c(C(=O)Nc2ccc(Cl)cc2)oc2ccccc12
    0%	-2%	-20	-4.1	?	-8	0%	-15%	3
CCCCCN(C(=O)CCC(=O)OCc1ccc(Cl)cc1Cl)c1c(N)n(CCCC)c(=O)[nH]c1=O
    17%	-5%	-13	1.4	?	-11	2%	3%	-5
COC(=O)C1=C(C)N(Cc2ccccc2)C(=NCc2ccccc2)N[C@H]1c1ccccc1
    13%	-34%	-27	-0.7	?	0	-5%	-10%	-4
Cc1ccc(CN(C(=O)c2csnn2)C(C(=O)NC2CCCC2)c2ccco2)cc1 (configuration not stated)
    12%	2%	-30	-0.6	?	-6	5%	-8%	-5
COc1ccc(C2C(C(=O)N3CCOCC3)CCC(=O)N2c2ccc(OC)cc2)cc1 (configuration not stated)
    -7%	-7%	44	0.2	9%	8	2%	-3%	3
O=C(NCc1ccc(Cl)cc1)c1cc([N+](=O)[O-])ccc1Cl
    1%	5%	-1	-0.6	-1%	-4	-2%	6%	-3
NC(Cc1c[nH]c2ccc(OCc3ccccc3)cc12)C(=O)O (configuration not stated)
    8%	1%	-23	-0.6	-17%	-17	-4%	-24%	-27
COCCNC(=O)C(=O)N/N=C/c1ccc(C(=O)OC)cc1
    1%	0%	1	-1.5	7%	4	0%	2%	1
Cc1ccc2c(CN3CC(C)CC(C)C3)cc(=O)oc2c1C (configuration not stated)
    17%	4%	14	-0.2	?	-6	-4%	-6%	7
Cc1ccc(C(=O)OCC(=O)N2CCOCC2)cc1
    6%	-4%	-2	6.8	3%	-1	-6%	2%	-4
c1ccc(CNc2ncnc3[nH]ncc23)cc1
    4%&-3%	-3%&1%	6	0.5	9%&8%	6&-13	8%	-6%	-2
COC(=O)c1c(NC(=O)CCCOc2ccccc2)sc2c1CCC(C)C2 (configuration not stated)
    -5%	2%	·	·	3%	5	·	·	·
Oc1ccc(CCNc2c3ccccc3nc3ccccc23)cc1O
    -7%	45%[activator]	10	-0.7	4%	124*	50µM*	27µM*	-11
O=C(NCc1ccc2c(c1)OCO2)C1CCCCC1
    -4%	4%	10	-0.1	-7%	-1	4%	?	1
CC1=C(C(=O)N(C(C)C)C(C)C)CC(CC(=O)NC2CC2)C(=O)N1Cc1ccc(C(C)(C)C)cc1 (configuration not stated)
    -4%	6%	-28	-0.6	15%	-9	-5%	-4%	2

Just GLP-1R inv ag, for some of the entries so far:
smiles	GLP-1R inv ag
Cc1cccc(-n2c(=O)[nH]c3c(C(N)=O)nc(CC(C)C)nc32)c1	15%
NC(=O)CC(NC(=O)c1ccccc1)c1ccc(NC2CCCCCCC2)c([N+](=O)[O-])c1 (configuration not stated)	-7%
CCc1noc(C)c1C(=O)Nc1cc(Cl)ccc1N1CCOCC1	15%

Full records as entered above. Screens in order: GLP-1R agonist | HEK293 tox | D3 antag | IL2 activator | GLP-1R inv ag | DRD3 agonist | WRN inhibitor | PLK1 PBD block | PI5P4K alpha inh
Entry for CN(C)S(=O)(=O)c1ccc(NC(=O)CSc2nnc(-c3ccco3)o2)cc1 → 18% | 2% | -5 | -0.1 | 5% | -2 | -12% | -8% | -2
Entry for COc1ccc(S(=O)(=O)NCC(=O)Nc2cccc(C)c2C)cc1OC → 5% | 0% | 25 | 4.6 | 11% | 2 | 2% | -6% | 3
Entry for Cc1ccc2c(CN3CC(C)CC(C)C3)cc(=O)oc2c1C (configuration not stated) → 17% | 4% | 14 | -0.2 | ? | -6 | -4% | -6% | 7
Entry for Cc1ccc(C(=O)OCC(=O)N2CCOCC2)cc1 → 6% | -4% | -2 | 6.8 | 3% | -1 | -6% | 2% | -4
Entry for COC(=O)C1=C(C)N(Cc2ccccc2)C(=NCc2ccccc2)N[C@H]1c1ccccc1 → 13% | -34% | -27 | -0.7 | ? | 0 | -5% | -10% | -4
